Screens deposited in PubChem BioAssay by Broad Institute.
ERp5 block: inhibitors of ERp5-driven insulin aggregation, primary screen, biochemical, turbidity, absorbance 650 nm, single point | Protein disulfide-isomerase A6 (Homo sapiens), Q15084 | 90 min | inhibition, % at 9.99 µM | 0.05% of 350,000 active | AID 651711, 2012;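 active means mean replicate inhibition above about 25%, with every replicate also reaching it, limit read from the data, passing the limit was not always enough; inconclusive means only one of those two criteria met; inactive means neither criterion met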
Target sequence (Q15084 whole entry, looked up): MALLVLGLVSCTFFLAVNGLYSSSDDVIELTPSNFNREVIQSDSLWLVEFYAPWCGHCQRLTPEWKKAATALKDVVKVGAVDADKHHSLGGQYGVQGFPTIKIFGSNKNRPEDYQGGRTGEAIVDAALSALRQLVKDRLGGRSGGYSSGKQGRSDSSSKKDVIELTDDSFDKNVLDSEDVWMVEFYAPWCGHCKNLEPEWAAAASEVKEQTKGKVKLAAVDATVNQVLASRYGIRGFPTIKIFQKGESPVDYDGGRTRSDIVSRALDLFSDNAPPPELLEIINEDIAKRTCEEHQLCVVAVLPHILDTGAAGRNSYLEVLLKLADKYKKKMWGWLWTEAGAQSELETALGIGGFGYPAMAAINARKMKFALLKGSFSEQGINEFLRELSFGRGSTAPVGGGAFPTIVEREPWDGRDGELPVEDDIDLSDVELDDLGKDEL
PglD DTNB: C. jejuni PglD acetyltransferase inhibitors, primary screen, biochemical, DTNB colorimetric, single point. 0.098% of 360,000 active. UDP-N-acetylbacillosamine N-acetyltransferase PglD (Campylobacter jejuni). purified PglD enzyme, DTNB colorimetric CoA detection. inhibition, % at 12.5 µM. AID 602405, 2012; in the data active means inhibition above about 16%, passing the limit was not always enough; inconclusive means no clear call, values can overlap the other calls; further: strong numbers were not always called active
S100A4 MyoIIA: inhibitors of S100A4-myosin IIA peptide binding, primary screen, biochemical, fluorescence polarization, TAMRA-MyoIIA peptide; inhibition, % at 10.7 µM; 0.14% of 360,000 active; Protein S100-A4 (Homo sapiens), P26447;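 active means mean inhibition of at least 70% across replicates, with every replicate also reaching that level; inconclusive means mean inhibition reaches 70% but some replicates fall short; inactive means mean inhibition below 70%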
Target sequence (P26447 whole entry, looked up): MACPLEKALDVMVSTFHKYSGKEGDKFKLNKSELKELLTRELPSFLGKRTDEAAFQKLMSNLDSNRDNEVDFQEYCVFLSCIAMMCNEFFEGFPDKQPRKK
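Test system – S100A4 monomer (human) · Compound – single-point compound testing · Schedule – 5 min incubation before reading · Probe or stimulus – TAMRA-labelled myosin IIA heavy-chain peptide probe, 5 nM · Benchmarks – neutral control DMSO, positive control TFP · Medium – Calcium-containing HEPES buffer, pH 7.2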
E-sel inducer: E-selectin induction in HUVECs, primary screen, imaging, HUVEC, immunofluorescence imaging, single point; activation, % at 7.58 µM; 0.37% of 260,000 active; normalized: neutral wells 0, TNF-alpha wells 100;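 active means mean E-selectin-positive cell signal at least 10% of the positive control, reached in at least 60% of replicates, without over 20% cell loss; inconclusive means no rule given, readout overlaps actives, possibly toxicity-flagged; inactive means the rest, including those meeting only one limit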;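 further: in these data hits start at about 27%; measured in HUVEC primary endothelial cells; signal is the percent of cells scored E-selectin positive by PE staining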
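Material: HUVEC primary endothelial cells; Amount: 3,000 cells per well; Dosing: single concentration; Medium: EGM-2 growth medium on 0.1% gelatin-coated wells; Read-out basis: percent E-selectin-positive cells; Signal: immunofluorescence imaging; Control set: TNF-alpha, DMSO.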
DENV2 CPE rescue: inhibitors of DENV2 cytopathic effect, primary screen, cell-based, plate reader, single concentration. CPE inhibition, % at 9.99 µM. AID 651640, 2012. 1.7% of 350,000 active. DENV2-infected cells, cytopathic effect rescue; in the data active means CPE inhibition above about 20%, passing the limit was not always enough; inconclusive means no clear call, values can overlap the other calls; tested in BHK-21 cells;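 further: 0% = median of neutral control wells and 100% = median of positive control wells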
C2C12 statin: suppressors of statin myotoxicity in C2C12 myotubes, primary screen, cell-based, single point, plate reader. C2C12 myotubes + simvastatin, ATP luminescence, 48 h; scaled: DMSO 0, geranylgeraniol control 100. rescue of ATP level, % at 7.49 µM. 0.78% of 330,000 active. AID 602340, 2012;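 active means mean ATP rescue above about 67%, or every replicate alone reaching that limit, limit read from the data, passing the limit was not always enough; inconclusive means no clear call, values can overlap the other calls; inactive means mean under the limit and some replicate under it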;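 further: myotubes were challenged with 10 µM simvastatin during compound exposure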
SIRT5 block: SIRT5 desuccinylase inhibitors, primary screen, biochemical, fluorescence imaging, single point, set 5; NAD-dependent protein deacylase sirtuin-5, mitochondrial (Homo sapiens), Q9NXA8; Purified SirT5, succinyl-peptide AMC, trypsin-coupled fluorescence; inhibition, % at 15 µM; 1.1% of 330,000 active; AID 652115, 2013; in the data active means inhibition above about 15%; inconclusive means no clear call, values can overlap the other calls
Target sequence (Q9NXA8 whole entry, looked up): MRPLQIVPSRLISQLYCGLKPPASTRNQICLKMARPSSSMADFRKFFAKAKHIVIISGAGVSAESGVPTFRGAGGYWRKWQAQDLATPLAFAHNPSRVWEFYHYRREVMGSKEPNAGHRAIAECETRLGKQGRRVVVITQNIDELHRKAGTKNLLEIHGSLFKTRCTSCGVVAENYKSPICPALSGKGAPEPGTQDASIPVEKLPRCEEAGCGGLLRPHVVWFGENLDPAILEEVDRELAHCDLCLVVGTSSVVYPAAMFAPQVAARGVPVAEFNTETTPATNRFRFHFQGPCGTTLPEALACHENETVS
The depositor's hits bear a star; ? = inconclusive; · = not tested or not shown; & = joins results of further samples. Some of the compounds tested; rates above refer to the full screens.

SMILES	ERp5 block	PglD DTNB	S100A4 MyoIIA	E-sel inducer	DENV2 CPE rescue	C2C12 statin	SIRT5 block
COc1ccc(-c2ccc([C@@H]3[C@H]4CN(C(=O)C5CCOCC5)CC(=O)N4[C@H]3CO)cc2)cc1	2	·	54	-0.2	-6	·	0
O=C(c1cccc(F)c1)N1CC[C@@H]2[C@H](CO)Nc3ccc(-c4ccc(F)cc4)cc3[C@@H]21	1	1	-10	0.7	15	-6	5
C[C@@H]1CN([C@H](C)CO)S(=O)(=O)c2ccc(C3=CCCC3)cc2O[C@H]1CN(C)Cc1cccnc1	0	-2	-32	0.3	7	-194	4
C[C@@H]1CN([C@H](C)CO)C(=O)Cc2cc(NS(=O)(=O)c3cccs3)ccc2O[C@@H]1CN(C)Cc1ccc(Oc2ccccc2)cc1	11	2	-3	-0.1	-1	45	4
COc1cccc2cc(C(=O)c3ccccc3)oc12	3	·	-5	0.5	11	·	-1
COc1cc(CNCCO)cc(Br)c1OCc1ccccc1	3	·	0	·	1	·	0
CCOc1ccccc1OCCCC(=O)NC1CCCc2ccccc21 (centres undefined)	3	-2	9	-0.5	-18	·	-2
OC(c1ccc2c(c1)OCO2)c1ncc(-c2cccc(C(F)(F)F)c2)[nH]1 (centres undefined)	-4	-5	-11	1.3	-11	20	-1
C[C@H](CO)N1C[C@H](C)[C@H](CN(C)S(=O)(=O)c2ccc(F)cc2)Oc2c(NC(=O)c3ccc(-c4nccs4)cc3)cccc2C1=O	-14	2	10	·	-3	-21	5
CCCNC(=O)N(C)C[C@@H]1Oc2ncc(C3=CCCC3)cc2C(=O)N([C@H](C)CO)C[C@H]1C	-2	-1	0	58*	-2	-31	-11
C[C@@H]1CCCCO[C@H](CN(C)S(=O)(=O)c2cn(C)cn2)[C@@H](C)CN([C@@H](C)CO)C(=O)c2cc(NC(=O)C3CCCCC3)ccc2O1	-8	0	-23	-0.3	8	5	-2
C/C(=N\NC(=O)c1nn(C)cc1Br)c1cccc(NC(=O)c2ccncc2)c1	-8	-6	-5	·	-2	-5	·
COCc1ccc(C(=O)N2CCN(CC(=O)N3CCCC3)CC2)cc1	4	3	-8	-0.5	20	3	1
C[C@@H]1CCCCO[C@@H](CN(C)Cc2ccc3c(c2)OCO3)[C@@H](C)CN([C@@H](C)CO)C(=O)c2cc(NS(=O)(=O)c3cccs3)ccc2O1	·	4&-1	·	0.0	3&10	·	·
CN1C(=O)c2cc(NS(=O)(=O)c3cccc(F)c3)ccc2OC[C@@H]2O[C@@H](CC(=O)NCCN3CCCCC3)CC[C@@H]21	-2	-2	-3	0.0	2	-18	-2
COc1ccc(CNC(=O)C[C@@H]2C=C[C@H](NC(=O)CN(C)C)[C@@H](CO)O2)cc1	-1	0	0	0.1	-1	3	2
COC(=O)CCN(Cc1ccccc1)S(=O)(=O)c1ccccc1Br	-2	18	-3	-0.1	2	-10	-12
CC(C)C(=O)N1CCN(c2ccc(NC(=O)COc3ccccc3[N+](=O)[O-])cc2)CC1	3	3	2	·	?	·	0
C[C@H](CO)N1C[C@H](C)[C@H](CN(C)S(C)(=O)=O)OCCCC[C@H](C)Oc2ccc(NC(=O)Nc3ccc4c(c3)OCO4)cc2C1=O	-1	0	7	-0.2	0	·	-1
CC1=NN(C(=O)COc2cc(C)ccc2C(C)C)C(O)(c2ccccc2)C1 (centres undefined)	-10	·	-8	-0.3	-4	·	-1
COCOCCn1cc(CN2CCS(=O)(=O)N(Cc3ccc(-c4ccc(Cl)nc4)cc3)C(C)C2=O)nn1 (centres undefined)	0	3	13	-8.6	-2	-2	-2
CCC1C(=O)CC(c2ccc([N+](=O)[O-])cc2)NC1c1ccc([N+](=O)[O-])cc1 (centres undefined)	-2	·	-13	·	-7	·	1
C[C@H](CO)N1C[C@H](C)[C@H](CN(C)C(=O)Nc2ccc(F)cc2)Oc2ccc(NS(=O)(=O)c3ccc(Cl)cc3)cc2C1=O	-2	0	2	0.7	-1	3	1
CCCNC(=O)[C@@H]1[C@@H](CO)[C@@H]2Cn3c(ccc(-c4ccccc4OC)c3=O)[C@@H]2N1C(=O)CC	6	-1	-12	-0.1	-3	4	-17
CCN(C[C@H]1N[C@@](C)(C(=O)OC)[C@H]2C(=O)N(C)C(=O)[C@@H]12)S(=O)(=O)c1ccc(-c2ccccc2)cc1	-2	0	1	·	20*	7	-6
O=C(COc1ccc(/C=N/NC(=O)c2ccc(O)cc2)cc1)Nc1cccc([N+](=O)[O-])c1	0	·	5	2.7	-1	·	-1
Cc1c(Cl)cccc1NC(=O)CNC(=O)C1CC(=O)N(CCc2ccccc2)C1 (centres undefined)	-2	-3	-1	1.8	-1	5	-4
c1cc2c(cc1NC1CCCCCC1)OCO2	0	-4	-8	0.0	1	-12	3
CC(C)CN(C)Cc1c(C(=O)N2CCc3ccccc3C2)nc2ccc(Cl)cn12	-1	8	-1	5.7	7	·	1
CNC[C@@H]1Oc2c(NS(=O)(=O)c3ccccc3)cccc2C(=O)N([C@H](C)CO)C[C@@H]1C	5	1	-16	0.0	-3	-3	0

Fetched one by one from above, 2 records:
SMILES	ERp5 block	PglD DTNB	S100A4 MyoIIA	E-sel inducer	DENV2 CPE rescue	C2C12 statin	SIRT5 block
COc1ccc(-c2ccc([C@@H]3[C@H]4CN(C(=O)C5CCOCC5)CC(=O)N4[C@H]3CO)cc2)cc1	2	·	54	-0.2	-6	·	0
CCCNC(=O)[C@@H]1[C@@H](CO)[C@@H]2Cn3c(ccc(-c4ccccc4OC)c3=O)[C@@H]2N1C(=O)CC	6	-1	-12	-0.1	-3	4	-17

Next entries follow.
SMILES	ERp5 block	PglD DTNB	S100A4 MyoIIA	E-sel inducer	DENV2 CPE rescue	C2C12 statin	SIRT5 block
Cn1cnnc1SCC(=O)N1CCN(C(=O)c2ccco2)CC1	0	·	3	2.3	1	·	·
O=[N+]([O-])c1ccc2c(c1)Cc1cc(F)ccc1-2	-3	3	-5	·	1	1	-2
CCN(CC)CCN(C(=O)c1ccc([N+](=O)[O-])cc1)c1nc2c(OC)cccc2s1	-3	·	-6	0.0	0	·	-2
C[C@H](CO)N1C[C@H](C)[C@@H](CN(C)Cc2ccc(C(=O)O)cc2)Oc2ccc(NC(=O)NC3CCCCC3)cc2CC1=O	-1	7	-1	-5.9	-8	-2	-2
COc1ccccc1CCNC(=O)C(=O)NCC1OCCN1S(=O)(=O)c1ccc(C)cc1 (centres undefined)	-10	2	1	-0.1	4	0	-4
CN1c2ccc(Br)cc2[C@@H]2[C@@H](CCN2C(=O)C2CCOCC2)[C@@H]1CO	10	-3	1	1.1	-11	0	2
Cc1ccc2sc(C)[n+](CCO)c2c1	-4	6	-9	·	-2	15	-1
O=C1c2ccccc2C(O)(Cc2ccccc2)N1Cc1ccco1 (centres undefined)	6	-2	-8	·	-2	-10	-1
CON=C1C=C(C)C(=O)C(C)=C1C	-9	8	-8	0.0	4	6	-2
O=C(CNC(=O)c1cccs1)NCC(=O)OCc1ccc(F)cc1	-3	4	-17	·	-3	1	-2
CC(C)N(C(=O)[C@H]1CC(CC(=O)NC(C)(C)C)C(=O)N2CCc3c([nH]c4ccccc34)[C@]12C)C(C)C (some centres undefined)	3	5	-10	2.2	-12	14	2
Cn1[nH]c(C(F)(F)F)c(C=NCc2ccc(Cl)cc2)c1=O	2	1	8	·	·	-3	2
CN(C)CC#Cc1ccc([C@H]2[C@H](CO)N3CCCCN(CC4CC4)C[C@@H]23)cc1	7	0	7	0.2	-4	·	-3
Cc1c(Cl)cccc1NC(=O)Nc1ccccc1C(N)=O	2	·	-5	·	-4	·	-4
O=C(NCC(F)(F)F)[C@@H]1[C@@H](CO)[C@@H]2Cn3c(cccc3=O)[C@H]1N2CC1CCCCC1	-2	0	6	-1.6	-6	4	3
COC(=O)c1sc2nc(C)cc(C)c2c1N	-1	-10	1	·	2	-1	1
CCNC(=O)[C@H]1[C@H](CO)[C@H]2Cn3c(ccc(C4=CCCCC4)c3=O)[C@H]2N1C(=O)c1cnccn1	-1	5	16	-0.6	7	0	3
Cc1c(-c2ccccc2)c(-c2ccc(OCCN(C)C)cc2)n2ccccc12	-10	·	-17	·	3	·	·
O=[N+]([O-])c1ccc(Sc2nnnn2-c2ccccc2)nc1	0	·	2	-0.4	-5	·	-2
COc1ccc(N(CC(=O)N2CCC(C(N)=O)CC2)S(=O)(=O)c2ccccc2)cc1	2	-3	0	·	-3	4	-3
COc1ccc(S(=O)(=O)Nc2ccc3c(c2)[C@H]2C[C@H](CC(=O)N(C)C)O[C@@H](CO)[C@H]2O3)cc1	0	4	4	0.3	-5	-1	-1
COc1ccc(-c2cc(C(=O)NCCc3ccc(S(N)(=O)=O)cc3)c3ccccc3n2)cc1	7	·	-3	·	9	·	-12
CC(=O)Nc1nnc(SCC(=O)NC2CCCC2)s1	-2	-5	3	0.0	-1	2	-4
O=C(Cc1c[nH]c2ccccc12)NCc1ccco1	3	·	2	·	9	·	-3
CC(=O)N1c2ccc(S(=O)(=O)N(C)CC(=O)NC3CCCC3)cc2CC1C (centres undefined)	-5	2	-25	·	-7	20	7
O=C(c1ccncc1)N1N=C2CCCCCC2C1(O)C(F)(F)F (centres undefined)	-1	·	-1	·	4	·	-2
O=C(CSC1CCc2ccccc21)NNC(=O)Nc1ccc(Cl)cc1 (centres undefined)	-8	·	-6	0.4	?	·	·
COc1ccc(NC(=O)C2CCC(=O)N2C(=O)OCc2ccccc2)cc1 (centres undefined)	3	4	-1	·	-8	8	1
COc1ccc(/C=N\NC(=O)C2CCCC2)cc1Br	-2	0	-7	-0.6	-5	-21	-4
C=CCN(c1ccc(F)cc1)S(=O)(=O)c1cc(C(=O)NC2CCC(O)CC2)ccc1Cl (centres undefined)	3	-5	-1	-0.1	-5	-13	-2
CC(=O)c1ccc(NC(=O)CN2C(=O)CCC2=O)cc1	2	·	11	-0.6	·	·	-3
Fc1ccc(-c2nc3ccc(Br)cn3c2Cc2cccc(F)c2)cc1	7	-3	-4	0.3	3	-7	0
Cc1ccccc1NC(=O)CSc1nnc(C2CC2)n1CC1CCCO1 (centres undefined)	4	0	-6	·	-4	-5	-1
S=C(Nc1ccc2c(c1)OCO2)N1CCN(Cc2ccco2)CC1	-2	·	2	1.0	2	·	2
C[C@@H]1CCCCO[C@H](CN(C)C(=O)Nc2ccc3c(c2)OCO3)[C@H](C)CN([C@@H](C)CO)C(=O)c2cc(NC(=O)Cc3ccccc3)ccc2O1	·	8	·	0.1	-8	·	·
Cc1ccc(-c2nnn(CC(=O)N(c3ccccc3)C(C(=O)NC3CCCC3)c3ccncc3)n2)o1 (centres undefined)	3	-4	4	0.1	-2	18	-5
O=C(COC(=O)/C=C/c1cccc(Cl)c1)Nc1ccc(N2CCOCC2)cc1	5	·	1	0.0	1	·	·
COC(=O)C[C@@H]1CC[C@@H]2[C@H](COc3ccc(NC(=O)Nc4cccc(C#N)c4)cc3C(=O)N2C)O1	1	2	-2	0.2	-2	4	-1
COc1ccc(NC(=O)C2CCCCN2S(=O)(=O)c2ccccc2)cc1S(=O)(=O)N1CCOCC1 (centres undefined)	-2	-1	-1	-1.9	-2	10	-2
